Source: PubChem
STAT1 blocker: STAT1 signaling inhibition; NIH 3T3 STAT1-luciferase reporter, IFN-gamma, luminescence; inhibition, % at 5.5 µM; 0.35% of 200,000 active;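 active means inhibition above a set limit, the mean inhibition across all tested compounds plus 3 SD, cut at about 34% in these data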;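 further: 0% = IFN-gamma with DMSO and 100% = IFN-gamma with 300 µM nifuroxazide; values of inactives mirror those of a sister screen read the other way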
TR-FRET SRC-2 ct: counter-screen for PPARgamma SRC-2 recruitment agonists: TR-FRET artefact. stronger effect = higher value. TR-FRET ratio at 8 µM. 0.4% of 200,000 active. AID 1049; in the data active means TR-FRET ratio above about 2000; further: inactives centre near 1500
TLR4-MyD88 BLA: TLR4-MyD88 interaction inhibition in cells | O00206+Q99836 | HeLa CL3-4 TLR4/MyD88 BLA complementation, FRET ratio | inhibition, % at 8.4 µM | 0.18% of 200,000 active; in the data active means inhibition above about 25%;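 further: 0% = vehicle and 100% = reference inhibitor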
Target sequence (O00206 whole entry, looked up): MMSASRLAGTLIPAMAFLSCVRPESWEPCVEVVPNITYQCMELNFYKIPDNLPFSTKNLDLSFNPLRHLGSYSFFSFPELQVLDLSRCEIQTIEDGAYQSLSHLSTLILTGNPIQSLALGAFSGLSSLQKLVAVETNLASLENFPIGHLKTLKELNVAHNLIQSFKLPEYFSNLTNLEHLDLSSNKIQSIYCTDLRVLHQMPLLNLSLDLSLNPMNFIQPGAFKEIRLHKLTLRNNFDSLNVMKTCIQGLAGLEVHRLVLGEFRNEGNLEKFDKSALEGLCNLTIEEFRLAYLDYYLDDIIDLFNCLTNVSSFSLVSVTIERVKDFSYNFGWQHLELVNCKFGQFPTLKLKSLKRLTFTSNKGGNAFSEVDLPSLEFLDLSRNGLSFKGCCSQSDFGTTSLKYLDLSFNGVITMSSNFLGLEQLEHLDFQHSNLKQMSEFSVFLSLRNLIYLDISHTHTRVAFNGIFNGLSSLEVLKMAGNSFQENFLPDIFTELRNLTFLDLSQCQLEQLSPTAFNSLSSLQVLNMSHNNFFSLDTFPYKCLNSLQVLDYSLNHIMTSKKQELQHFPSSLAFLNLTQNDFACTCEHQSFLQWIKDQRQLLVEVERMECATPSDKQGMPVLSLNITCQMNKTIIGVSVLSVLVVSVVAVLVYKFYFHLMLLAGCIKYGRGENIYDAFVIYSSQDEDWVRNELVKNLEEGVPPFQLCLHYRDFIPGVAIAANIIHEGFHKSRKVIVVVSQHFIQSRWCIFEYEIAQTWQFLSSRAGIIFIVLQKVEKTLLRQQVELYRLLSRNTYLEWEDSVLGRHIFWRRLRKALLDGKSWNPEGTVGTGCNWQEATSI
Target sequence (Q99836 whole entry, looked up): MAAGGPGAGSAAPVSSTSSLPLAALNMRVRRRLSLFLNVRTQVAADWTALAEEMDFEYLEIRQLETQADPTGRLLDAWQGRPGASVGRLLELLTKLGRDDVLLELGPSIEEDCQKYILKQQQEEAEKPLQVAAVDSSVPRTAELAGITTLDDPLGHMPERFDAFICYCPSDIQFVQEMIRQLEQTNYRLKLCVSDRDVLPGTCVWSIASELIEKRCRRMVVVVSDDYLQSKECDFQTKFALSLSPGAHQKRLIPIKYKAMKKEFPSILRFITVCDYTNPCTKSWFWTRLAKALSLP
S1P3 antagonist: blocks the human S1P3 receptor. AID 485. Q99500. inhibition, % at 4.98 µM. 0.27% of 170,000 active. CHO S1P3 NFAT-BLA reporter, FRET fluorescence, antagonist mode;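 active means inhibition above the plate cutoff, the mean inhibition of test wells on that plate plus 3 SD, cut at about 28% in these data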;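 further: cells challenged with S1P at its EC80 of 0.8 µM; blue over green emission ratio from cleaved BLA substrate after 4 h stimulation; 0% = S1P-stimulated wells and 100% = unstimulated DMSO-only wells; some compounds past the cut are filed as inactive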
STAT3 blocker: reduces IL-6 driven STAT3 reporter signal; inhibition, % at 5.5 µM; U3A cells, IL-6 STAT3-luciferase reporter, luminescence; host cell line lacks STAT1; 0.89% of 190,000 active;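 active means inhibition above the mean inhibition across all screened compounds plus 3 SD, cut at about 44% in these data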;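 further: 0% = DMSO only wells and 100% = 100 µM nifuroxazide control wells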
PPARg SRC-2 ag: agonists of SRC-2 recruitment by human PPARgamma. PPARgamma LBD-SRC-2 recruitment, biochemical. activation, % at 8 µM. 0.34% of 200,000 active. P37231. AID 1032; in the data active means activation above about 22%;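 further: 0% = vehicle and 100% = reference agonist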
PPARg SRC-1 ag: PPARgamma-driven SRC-1 recruitment agonism. P37231. PPARgamma-SRC-1 coactivator recruitment biochemical assay. activation, % at 8 µM. 0.41% of 200,000 active. AID 631; in the data active means activation above about 19%;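 further: 0% = DMSO and 100% = reference agonist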
ROMK mod: modulates human ROMK potassium channel activity; P48048; Tet-inducible ROMK, thallium flux fluorescence; actives lie on both sides; B-score at 10 µM; 2% of 130,000 active;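 active means signal ratio slope over the read window, or its plate-corrected B-score, at least 3 SD from the plate mean, either direction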;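 further: B-score of the F/F0 ratio slope over 7 to 12 s after thallium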
PPARg SRC-3 ag: agonists of human PPARgamma SRC-3 coactivator recruitment | AID 731 | biochemical PPARgamma/SRC-3 coactivator recruitment assay | activation, % at 8 µM | 0.26% of 200,000 active; in the data active means activation above about 23%;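 further: 0% = DMSO and 100% = reference agonist; some compounds past the cut are filed as inactive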
RAM network inh: inhibitors of the yeast RAM network; S. cerevisiae dse1pr::URA3 reporter, 5-FOA growth OD615, 2 d; analog-sensitive cbk1-as2 kinase mutant strain; inhibition, % at 50 µM; 1.8% of 190,000 active; AID 868;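 active means inhibition above a set limit, 3 SD over mean compound inhibition, cut at about 8.4% in these data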;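 further: 0% = DMSO-only wells with no growth and 100% = 10 µM 1-NA-PP1 full growth; inhibition rescues growth on 5-FOA so higher OD means more RAM inhibition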
STAT3 activator: activators of IL-6 induced STAT3 signaling; U3A cells, IL-6 STAT3-luciferase reporter, luminescence; 100% = signal with IL-6 EC80 alone; activation (% of control), % at 5.6 µM; 0.91% of 190,000 active; AID 871;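 active means activation above the screen-wide mean of compound activation plus 3 SD, cut at about 130% in these data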;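 further: 0% = background luminescence of wells with medium and substrate only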
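Assay system – human STAT1-deficient U3A cells with stable STAT3-luciferase reporter · Also added – IL-6 (33 ng/mL) · Schedule – compound 1 h, then IL-6 6 h at 37 °C · Technique – reporter luminescence signal · Evaluation – % activation versus median of IL-6-stimulated wells · Benchmarks – IL-6-only wells as 100% reference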
The depositor's hits bear a star; & = joins results of further samples.

For CC(=O)c1cc(-c2ccc(F)cc2)n(CCC(=O)NC(C)(C)C)c1C the results were STAT1 blocker -1, TR-FRET SRC-2 ct 1580, TLR4-MyD88 BLA -13, S1P3 antagonist -4, STAT3 blocker 14, PPARg SRC-2 ag 1, PPARg SRC-1 ag 0, ROMK mod 0.0093, PPARg SRC-3 ag 2, RAM network inh -0.1 and STAT3 activator 95.
For CN(C)c1ccc(N=Cc2ccco2)cc1 the results were STAT1 blocker -55, TR-FRET SRC-2 ct 2974*, TLR4-MyD88 BLA -3, S1P3 antagonist 3, STAT3 blocker -10, PPARg SRC-2 ag 85*, PPARg SRC-1 ag 67*, PPARg SRC-3 ag 74*, RAM network inh 0.8 and STAT3 activator 112.
Screening O=c1[nH]c(C2CCCCC2)nc2ccccc12 returned STAT1 blocker -6, TR-FRET SRC-2 ct 1554, TLR4-MyD88 BLA -11, S1P3 antagonist -2, STAT3 blocker -4, PPARg SRC-2 ag 6, PPARg SRC-1 ag 4, ROMK mod -0.65, PPARg SRC-3 ag 4, RAM network inh 1.7 and STAT3 activator 103.
`COc1ccc(CC2(C)OC(c3ccncc3)=NN2C(C)=O)cc1` (stereo not drawn) gave STAT1 blocker 8, TR-FRET SRC-2 ct 1639, TLR4-MyD88 BLA 1, S1P3 antagonist -10, STAT3 blocker 9, PPARg SRC-2 ag 5, PPARg SRC-1 ag 12, ROMK mod -0.16, PPARg SRC-3 ag 7, RAM network inh 1.9 and STAT3 activator 96.
`Cc1cc(NC(=O)CSc2nc3c(sc4ccccc43)c(=O)n2CCc2ccccc2)n[nH]1` gave STAT1 blocker 1, TR-FRET SRC-2 ct 1657, TLR4-MyD88 BLA -9, STAT3 blocker 14, PPARg SRC-2 ag 1, PPARg SRC-1 ag 3, ROMK mod 0.55, PPARg SRC-3 ag -5, RAM network inh -0.1 and STAT3 activator 89.
O=C(CSc1ncnc2scc(-c3ccccc3)c12)N1CCN(c2ccccc2F)CC1 was read as STAT1 blocker 6, TR-FRET SRC-2 ct 1481, TLR4-MyD88 BLA 6, S1P3 antagonist 16, STAT3 blocker -2, PPARg SRC-2 ag 1, PPARg SRC-1 ag 1, PPARg SRC-3 ag 4, RAM network inh 3.2 and STAT3 activator 101.
`CC(OC(=O)CCc1nc2ccccc2[nH]c1=O)c1ccccc1` (stereo not drawn) gave STAT1 blocker 8, TR-FRET SRC-2 ct 1567, TLR4-MyD88 BLA -2, S1P3 antagonist -3, STAT3 blocker 8, PPARg SRC-2 ag 4, PPARg SRC-1 ag 6, ROMK mod 0.34, PPARg SRC-3 ag 4, RAM network inh 0.1 and STAT3 activator 101.
CCC(C(=O)Nc1ccccc1)c1ccccc1 (stereo not drawn) was read as STAT1 blocker 7, TR-FRET SRC-2 ct 1528, TLR4-MyD88 BLA 11, S1P3 antagonist 6, STAT3 blocker -9, PPARg SRC-2 ag -9, PPARg SRC-1 ag -11, ROMK mod -0.076, PPARg SRC-3 ag -5, RAM network inh -0.3 and STAT3 activator 105.
`COC(=O)C1=C(N)n2c(s/c(=C\c3cccnc3)c2=O)=C(C(=O)OC)C1c1cccnc1` (stereo not drawn) gave STAT1 blocker 3, TR-FRET SRC-2 ct 1418, TLR4-MyD88 BLA 11, S1P3 antagonist 3, STAT3 blocker 6, PPARg SRC-2 ag -9, PPARg SRC-1 ag 0, PPARg SRC-3 ag 1, RAM network inh 1.9 and STAT3 activator 101.
For Clc1ccc(-n2ncc3c(NCc4ccco4)ncnc32)cc1 the results were STAT1 blocker -55, TR-FRET SRC-2 ct 1668, TLR4-MyD88 BLA 12, STAT3 blocker 13, PPARg SRC-2 ag 9, PPARg SRC-1 ag 6, ROMK mod 3.9*, PPARg SRC-3 ag 8, RAM network inh 6.9 and STAT3 activator 95.
Screening COc1ccc(C(=O)C[n+]2cc(-c3ccc(OC)cc3)n3c2CCCC3)cc1 returned STAT1 blocker 14&14, TR-FRET SRC-2 ct 1445&1567, TLR4-MyD88 BLA -13&4, S1P3 antagonist -2&-10, STAT3 blocker 5&15, PPARg SRC-2 ag 4&-3, PPARg SRC-1 ag 2&3, ROMK mod -0.42, PPARg SRC-3 ag 2&3, RAM network inh 0.7&1.1 and STAT3 activator 97&89.
Screening C=C(C)CSc1nc(N)c2c3c(sc2n1)CCC3 returned STAT1 blocker -39, TR-FRET SRC-2 ct 1572, TLR4-MyD88 BLA 16, STAT3 blocker 5, PPARg SRC-2 ag -3, PPARg SRC-1 ag -3, PPARg SRC-3 ag 5, RAM network inh 4.3 and STAT3 activator 99.
For N#Cc1c(NC(=O)CSC2=NCCS2)sc2c1CCCC2 the results were STAT1 blocker -2, TR-FRET SRC-2 ct 1378, TLR4-MyD88 BLA -5, S1P3 antagonist 8, STAT3 blocker 19, PPARg SRC-2 ag -11, PPARg SRC-1 ag -2, PPARg SRC-3 ag 11, RAM network inh 3.4 and STAT3 activator 87.
`CCN(CC)c1ncc(C)c(=O)[nH]1` gave STAT1 blocker 1, TR-FRET SRC-2 ct 1524, TLR4-MyD88 BLA 11, STAT3 blocker 2, PPARg SRC-2 ag 2, PPARg SRC-1 ag 0, ROMK mod -0.55, PPARg SRC-3 ag -4, RAM network inh 0.9 and STAT3 activator 104.
Cc1cc(NC(=O)CS(=O)(=O)c2cn(Cc3ccc(F)cc3)c3ccccc23)no1 was read as STAT1 blocker 7, TR-FRET SRC-2 ct 1547, TLR4-MyD88 BLA -4, S1P3 antagonist -9, STAT3 blocker 30, PPARg SRC-2 ag -5, PPARg SRC-1 ag -8, PPARg SRC-3 ag -2, RAM network inh 1.0 and STAT3 activator 81.
`CCOC(=O)/C=C1\SCC(=O)N1CC(=O)Nc1cccc(F)c1` gave STAT1 blocker -1, TR-FRET SRC-2 ct 1569, TLR4-MyD88 BLA -5, S1P3 antagonist -11, STAT3 blocker 0, PPARg SRC-2 ag -6, PPARg SRC-1 ag -9, ROMK mod 0.33, PPARg SRC-3 ag -3, RAM network inh 1.2 and STAT3 activator 105.
For CCOc1ccc2nc(NC(=S)NCc3ccccc3)sc2c1 the results were STAT1 blocker -8, TR-FRET SRC-2 ct 1604, TLR4-MyD88 BLA -32, STAT3 blocker 22, PPARg SRC-2 ag 7, PPARg SRC-1 ag 7, PPARg SRC-3 ag 9, RAM network inh 5.1 and STAT3 activator 82.
Screening O=C(NC1=NCCS1)c1ccc2c(c1)C(=O)N(Cc1ccco1)C2=O returned STAT1 blocker 0, TR-FRET SRC-2 ct 1518, TLR4-MyD88 BLA 3, S1P3 antagonist -8, STAT3 blocker 9, PPARg SRC-2 ag 1, PPARg SRC-1 ag 5, PPARg SRC-3 ag 8, RAM network inh -0.2 and STAT3 activator 95.
For CCOC(=O)c1c(C)n(C)c2ccc(OCC(O)CN(CC)CC)cc12 (stereo not drawn) the results were STAT1 blocker -6, TR-FRET SRC-2 ct 1708, TLR4-MyD88 BLA 1, S1P3 antagonist -1, STAT3 blocker 4, PPARg SRC-2 ag 2, PPARg SRC-1 ag 8, PPARg SRC-3 ag 4, RAM network inh 0.6 and STAT3 activator 100.
For COCc1cc(C)nc(SCc2nc3ccccc3c(=O)[nH]2)c1C#N the results were STAT1 blocker -12, TR-FRET SRC-2 ct 1582, TLR4-MyD88 BLA 13, S1P3 antagonist 16, STAT3 blocker 14, PPARg SRC-2 ag 6, PPARg SRC-1 ag 9, ROMK mod 0.36, PPARg SRC-3 ag 1, RAM network inh 0.4 and STAT3 activator 93.
Screening COc1cc(/C=N/Nc2nc(Nc3ccc(C)cc3)nc(-n3nc(C)cc3C)n2)cc(OC)c1OC returned STAT1 blocker 3, TR-FRET SRC-2 ct 1586, TLR4-MyD88 BLA 2, STAT3 blocker 1, PPARg SRC-2 ag 6, PPARg SRC-1 ag 3, PPARg SRC-3 ag -11, RAM network inh 3.0 and STAT3 activator 106.
Screening CCOC(=O)c1cc(-c2ccccc2)nc2c1c(C)nn2-c1ccccn1 returned STAT1 blocker 0, TR-FRET SRC-2 ct 1644, TLR4-MyD88 BLA -2, STAT3 blocker 30, PPARg SRC-2 ag 7, PPARg SRC-1 ag 4, ROMK mod -0.0077, PPARg SRC-3 ag 3, RAM network inh 1.7 and STAT3 activator 78.
For Clc1nc(NCc2cccnc2)nc(N2CCOCC2)n1 the results were STAT1 blocker -3, TR-FRET SRC-2 ct 1496, TLR4-MyD88 BLA 10, STAT3 blocker 7, PPARg SRC-2 ag 0, PPARg SRC-1 ag -2, PPARg SRC-3 ag 0, RAM network inh 1.5 and STAT3 activator 97.
For CCOc1ccc(C2/C(=C(\O)c3c(C)[nH]c(C(=O)OC)c3C)C(=O)C(=O)N2CCN(C)C)cc1 (stereo not drawn) the results were STAT1 blocker -5, TR-FRET SRC-2 ct 1642, TLR4-MyD88 BLA -11, S1P3 antagonist -19, STAT3 blocker 9, PPARg SRC-2 ag 2, PPARg SRC-1 ag -4, ROMK mod 0.0018, PPARg SRC-3 ag -2, RAM network inh -1.2 and STAT3 activator 99.
`COc1ccc(OC)c(NC(=O)CC(Cc2ccccc2OC)C(=O)O)c1` (stereo not drawn) gave STAT1 blocker 12, TR-FRET SRC-2 ct 1621, TLR4-MyD88 BLA -3, S1P3 antagonist 8, STAT3 blocker 12, PPARg SRC-2 ag 8, PPARg SRC-1 ag 5, PPARg SRC-3 ag 9, RAM network inh 0.5 and STAT3 activator 93.
`COc1ccc(NC(=O)c2sc3cc(C(F)(F)F)cnc3c2-c2cccs2)cc1` gave STAT1 blocker -4, TR-FRET SRC-2 ct 1449, TLR4-MyD88 BLA -5, STAT3 blocker 10, PPARg SRC-2 ag 6, PPARg SRC-1 ag 4, ROMK mod 0.53, PPARg SRC-3 ag -1, RAM network inh 6.8 and STAT3 activator 97.
`Cc1cccc2cc(COC(=O)C(C)C)c(=O)[nH]c12` gave STAT1 blocker 10, TR-FRET SRC-2 ct 1596, TLR4-MyD88 BLA -13, S1P3 antagonist -28, STAT3 blocker 8, PPARg SRC-2 ag 0, PPARg SRC-1 ag 10, PPARg SRC-3 ag 3, RAM network inh 0.1 and STAT3 activator 98.
`COC(=O)c1c(C)n(-c2ccc(OC)cc2)c2ccc(O)cc12` gave STAT1 blocker 21, TR-FRET SRC-2 ct 1611, TLR4-MyD88 BLA -2, S1P3 antagonist 18, STAT3 blocker 9, PPARg SRC-2 ag 8, PPARg SRC-1 ag 4, PPARg SRC-3 ag -1, RAM network inh 1.1 and STAT3 activator 96.
For Cc1cc(C)n(/N=C/c2ccccc2O)c(=O)c1 the results were STAT1 blocker 5, TR-FRET SRC-2 ct 1538, TLR4-MyD88 BLA 3, S1P3 antagonist -12, STAT3 blocker 13, PPARg SRC-2 ag 2, PPARg SRC-1 ag -3, ROMK mod -0.024, PPARg SRC-3 ag 0, RAM network inh 1.1 and STAT3 activator 91.
